B2AR arrestin: recruits beta-arrestin to the human beta2-adrenergic receptor | P07550 | beta-arrestin recruitment to beta2AR, cell-based reporter | Potency, µM (doses to about 46.1 µM), for inactives: at the top dose activation, actives largely listed as activators | 330,000 compounds, 0.02% hits;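 further: potency means the concentration at half of the fitted maximal effect; 0% = DMSO controls and full agonism = EC100 isoproterenol or metaproterenol; nearly all actives have a fitted effect of over 65% in size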
TSHR antag: human thyrotropin receptor antagonism | 330,000 compounds, 0.2% hits | P16473 | activity change, negative = inhibition, % at 11.5 µM | TSHR-expressing cells, TSH-stimulated cAMP HTRF, 2 h; stronger effect = lower value;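 active means activity change below a set negative limit, meaning inhibition stronger than a set level, cut at about -70% in these data; inconclusive means activity change between two set negative limits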; further: on the % scale 0 is the no-effect control and ±100 the full control effect
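Inhibition of cAMP made by TSHR-expressing cells under TSH stimulation (4nM final, EC80; 2 h, 37 deg C) is quantified with a one-step lysis HTRF kit, anti-cAMP cryptate versus cAMP-d2.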
USP2a block: blocks human ubiquitin-specific protease USP2a; 330,000 compounds, 0.01% hits; AID 463254; O75604; USP2 core, Ub-CHOP2 coupled fluorogenic reporter, 485/531; Potency, µM (titrated, usually from 38.3 µM), for the others: at the highest dose activity change, negative = inhibition, most hits filed as inhibitors;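 further: potency means the concentration at half of the fitted maximal effect; plate controls were DMSO wells for no effect and full inhibition by NEM control for full effect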
Target sequence (O75604 whole entry, looked up): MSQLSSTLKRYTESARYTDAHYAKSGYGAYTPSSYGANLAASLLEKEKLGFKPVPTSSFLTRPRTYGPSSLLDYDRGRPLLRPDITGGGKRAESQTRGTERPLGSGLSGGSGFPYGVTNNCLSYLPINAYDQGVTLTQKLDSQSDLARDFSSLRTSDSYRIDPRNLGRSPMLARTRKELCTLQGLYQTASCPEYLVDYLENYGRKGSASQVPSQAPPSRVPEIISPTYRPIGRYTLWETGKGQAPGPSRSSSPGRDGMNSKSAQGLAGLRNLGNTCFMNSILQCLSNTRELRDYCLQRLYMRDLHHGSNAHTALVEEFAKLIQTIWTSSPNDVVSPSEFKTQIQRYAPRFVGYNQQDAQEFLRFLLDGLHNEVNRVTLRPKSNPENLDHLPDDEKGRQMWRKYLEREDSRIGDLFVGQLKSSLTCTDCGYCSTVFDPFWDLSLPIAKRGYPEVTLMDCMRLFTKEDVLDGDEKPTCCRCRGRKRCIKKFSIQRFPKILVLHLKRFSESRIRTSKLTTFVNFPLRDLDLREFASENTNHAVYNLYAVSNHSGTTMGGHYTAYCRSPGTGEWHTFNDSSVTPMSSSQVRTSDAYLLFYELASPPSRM
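USP2 core (10nM final) preincubated 30min RT with compound in 20mM Tris-HCl pH 8.0, 2mM CaCl2, 2mM beta-mercaptoethanol, 0.05% CHAPS; 25nM Ub-CHOP2 plus 25nM reporter substrate added, fluorescence (Ex485/Em531) read after 60min.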
BCR signal inh: inhibitors of chronic active B-cell receptor signaling; ABC-DLBCL IkBa-CBG/CBR reporter, luminescence ratio, 4 h; Potency, µM (titrated, usually from 46.1 µM), without a hit: top-dose ratio change, negative = lower green/red ratio, usual class: inhibitors; 340,000 compounds, 0.05% hits; AID 493014; active means well fitted inhibition curve with a large enough effect in the signal ratio, with a control signal flat, not every such curve was filed as active; inconclusive means small, poorly fitted or top-dose-only effect, or effect the other way, or a change in a side signal; the % refers to the signal ratio;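 further: potency means the concentration at half of the fitted maximal effect; plate controls were basal doxycycline-induced cells for no effect and cells given 10 µM MG132 for full effect; MG132 reads +100%, hits lower the ratio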
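TMD8 ABC-DLBCL cells carrying doxycycline-inducible green luciferase fused to IkappaBalpha plus unfused red luciferase were exposed to compounds (up to 46 uM) for 4 hrs at 37C. Activity came from the overlap-corrected green/red luminescence ratio.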
uPA generation: inhibitors of cell surface uPA generation | 330,000 compounds, 0.31% hits | Potency, µM (series often up to 38.3 µM), inactives show at the top dose activity change, negative = inhibition, most hits filed as inhibitors | AID 540303 | cell surface uPA generation assay, qHTS; active means well fitted inhibition curve with a large enough effect; inconclusive means small, poorly fitted or top-dose-only effect; inactive means no such curve, though single readings can be large or run the other way; tested in mouse RAW 264.7 cells; further: potency means the concentration at half of the fitted maximal effect; on the % scale 0 is the no-effect control and ±100 the full control effect; nearly all actives have a fitted effect of over 55% in size
ELG1 DNA repair: blocks ELG1-dependent DNA repair in HEK293T cells; 330,000 compounds, 2.3% hits; AID 504467; HEK293T ELG1-luciferase reporter, luminescence, 16 h; DNA damage induced by 5-fluorouridine; Potency, µM (doses to about 46.1 µM), for inactives: top-dose activity change, negative = inhibition, most hits filed as inhibitors; further: potency means the concentration at half of the fitted maximal effect; on the % scale 0 is the no-effect control and ±100 the full control effect; nearly all actives have a fitted effect of over 55% in size
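Reporter activity after DNA damage by 5-fluorouridine is monitored. Compound-treated cells incubate 16 hr at 37 °C, then ONE-Glo is added for 30 min before luminescence reading.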
TCR act: T cell receptor activation; primary human leukocytes, anti-CD3, IL-2 HTRF, 48 h; Potency, µM (titrated, usually from 9.22 µM), inactives show at the highest dose activation of IL-2 secretion, actives largely listed as activators; 330,000 tested, under 10 active; AID 504894; further: % of control where 0% means no effect
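48 hr co-incubation of compounds, a-CD3 beads and primary human leukocytes; IL-2 quantified homogeneously by HTRF with anti-IL-2 K and d2 conjugates.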
TSG101-PTAP inh: blocks PTAP/TSG101 interaction to inhibit HIV-1 budding; Q99816; Fluorescence polarization, FITC-PTAP peptide / Tsg101 binding; Potency, µM (highest dose often 115 µM), for the others: top-dose activity change, negative = inhibition, actives largely listed as inhibitors; 340,000 tested, under 10 active; active means well fitted inhibition curve with a large enough effect in the main read-out, with a control signal flat, not every such curve was filed as active; inconclusive means small, poorly fitted or top-dose-only effect, or effect the other way, or a change in a side signal; inactive means no such curve, though single readings can be large or run the other way; further: potency means the concentration at half of the fitted maximal effect; % of control where 0% means no effect
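Fluorescence polarization binding of Tsg101 binding domain (10 uM final) to FITC-labeled PTAP peptide (50 nM final) in HEPES pH 7.5 buffer with NaCl, Tween 20, EDTA, TCEP. Compounds added before peptide; binding 20 min at RT.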
Eya2 inh: blocks the phosphatase activity of human Eya2; O00167; 330,000 compounds, 0.006% hits; recombinant Eya2, OMFP fluorescence dephosphorylation (OMFP is methylfluorescein phosphate); Potency, µM (series often up to 76.9 µM), inactives show at the top dose activity, negative = inhibition, usual class: inhibitors; further: potency means the concentration at half of the fitted maximal effect; on the % scale 0 is the no-effect control and ±100 the full control effect
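Eya2 (0.2 uM) preincubated 10 min at ambient with compound, then OMFP substrate added at 50 uM; 10 min reaction in 50 mM HEPES pH 7.5, 50 mM NaCl, 5 uM MgCl2, 0.05% BSA, 1 mM DTT. Fluorescence read at Ex 485/Em 525 nm.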
Tb PFK inh: T. brucei PFK enzyme inhibition. O15648. T. brucei PFK, ADP-Glo luminescence. Potency, µM (series often up to 57.5 µM), without a hit: at the highest dose activity, negative = inhibition, hits mostly inhibitors. 330,000 compounds, 0.17% hits;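 further: potency means the concentration at half of the fitted maximal effect; 0% = uninhibited 1x PFK enzyme wells and -100% = no-enzyme wells; nearly all actives have a fitted effect of over 60% in size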
Target sequence (O15648 whole entry, looked up): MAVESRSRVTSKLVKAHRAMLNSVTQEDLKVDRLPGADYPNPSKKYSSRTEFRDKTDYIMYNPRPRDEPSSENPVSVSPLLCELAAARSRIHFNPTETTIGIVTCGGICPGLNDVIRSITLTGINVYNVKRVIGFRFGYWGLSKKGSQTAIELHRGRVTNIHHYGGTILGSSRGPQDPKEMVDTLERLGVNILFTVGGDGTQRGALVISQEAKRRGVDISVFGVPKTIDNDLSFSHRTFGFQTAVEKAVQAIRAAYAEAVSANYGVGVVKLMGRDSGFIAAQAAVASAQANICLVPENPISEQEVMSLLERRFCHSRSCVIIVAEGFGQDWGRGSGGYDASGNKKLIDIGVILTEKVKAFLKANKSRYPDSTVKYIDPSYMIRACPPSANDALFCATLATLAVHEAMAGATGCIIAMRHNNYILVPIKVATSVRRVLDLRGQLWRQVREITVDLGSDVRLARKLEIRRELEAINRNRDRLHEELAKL
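1.25 nM PFK with 0.5 mM F6P and 0.1 mM ATP in 0.1 M TEA pH 8.0, 5 mM MgCl2, incubated 45 min at room temperature; ADP measured by ADP-Glo luminescence; compounds titrated up to 57 uM.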
Mito fusion act: blocks mitochondrial division or promotes mitochondrial fusion. AID 485298. S. cerevisiae fusion-defective mutant growth rescue, CellTiterGlo 48 h. 320,000 compounds, 0.23% hits. Potency, µM (top dose mostly 46.1 µM), without a hit: at the top dose growth rescue (activation), usual class: activators;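 further: potency means the concentration at half of the fitted maximal effect; % of control where 0% means no effect; nearly all actives have a fitted effect of over 45% in size; temperature-sensitive fusion mutants such as fzo1-1 at 37 °C on non-fermentable ethanol glycerol medium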
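Luminescent cell viability in 1536-well qHTS format served as the measure of rescued growth in ts fusion-mutant S. cerevisiae cultured on non-fermentable YPEG for 48 hours at 37C.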
Starred values were filed as active, the others as inactive; ? = inconclusive; nt = not tested or not shown; [ ] = dose if it differs, or a comment. Unless noted, the call rests on the fitted dose curve; in most records, active means well fitted curve in the direction sought with a large enough effect; inconclusive means small, poorly fitted or top-dose-only effect, or another doubt; inactive means no such curve, though single readings can be large; an effect the other way counts as inactive or inconclusive.

Results follow in this order: B2AR arrestin	Mito fusion act	TCR act	Eya2 inh	BCR signal inh	TSG101-PTAP inh	Tb PFK inh	uPA generation	TSHR antag	USP2a block	ELG1 DNA repair
- COc1ccc(OCCSc2nnc(-c3ccccc3)n2N)cc1
 : 5.7%	3%	-4%	-8%	-9%	-4%	1%	2%	-6	-1%	?
- CN1CCN(C(=O)/C(=C/c2ccccc2F)NC(=O)c2ccccc2)CC1
 : -0.2%	0%	0%	15%	0%	-6%	3%	-1%	0	1%	0%
- O=c1[nH]c(CCC2CCCC2)nc2ccccc12
 : -0.3%	0%	1%[46.1 µM]	-14%	6%	2%	0%	2%	-7	-1%	19%
- Cc1nn(C)c(C(=O)Nc2ccn(Cc3c(F)c(F)cc(F)c3F)n2)c1[N+](=O)[O-]
 : 0.1%	0%	-5%	-5%	17%	-2%	-3%	6%	-1	1%	-19%
- O=C(/C=C/c1ccc(F)cc1)c1ccc(N2CCOCC2)cc1
 : 0.3%	8%	5%	-15%	?	4%	-2%	0%	-21	-1%	15%
- Nc1cc(C(=O)OCC(=O)NCC2CCCO2)ccc1Cl (configuration not stated)
 : -0.4%	-1%	5%	-25%	-1%	-2%	-2%	-1%	-6	0%	-1%
- CCC(c1nnnn1CCOC)N1CCN(c2nc3ccccc3s2)CC1 (configuration not stated)
 : 0.0%	11%	-2%	-15%	-3%	-1%	6%	2%	-5	-2%	?
- COc1ccc(C(=O)Nc2ccnn2C2CCN(Cc3ccccn3)CC2)cc1
 : 0.5%	-1%	1%	-2%	1%	-9%	-3%	-10%	-8	3%	29%
- COc1cccc(CN2CCC(C(=O)N3CCC(C)CC3)CC2)c1
 : -0.2%	-4%	4%	6%	1%	-1%	0%	3%	2	-1%	-10%
- CCN(Cc1ccccc1)C(=O)c1oc2ccc(C)cc2c1C
 : -0.1%	-5%	-2%	0%	0%	-7%	1%	3%	5	-7%	3%
- Cc1ccc(C(=O)CCC(=O)OCC(=O)Nc2ccccc2SCC#N)cc1
 : 0.0%	-4%	-9%	-7%	-13%	-13%	-4%	-24%	1	4%	8%
- O=C(NCCc1ccccc1)C1CCCN1C(=O)Nc1cccc(Cl)c1 (configuration not stated)
 : -0.1%	-3%	nt	-4%	-2%	-1%	-3%	18%	-3	-1%	-19%
- CC(C)(C)[C@@H]1C=C(C(=O)N2CCN(Cc3ccc4c(c3)OCO4)CC2)O[C@H](OCc2ccc(CO)cc2)C1
 : -0.2%	-26%	4%	-5%	?	nt	0%	3%	0	4%	?
- Cc1ccc(NC(=O)COC(=O)C2C3CC4OC(=O)C2C4C3)cc1Cl (configuration not stated)
 : -0.8%	-8%	-1%	13%	1%	-5%	2%	-1%	-7	2%	14%
- NC(=O)NCc1ccc(C(=O)OCc2ccncc2)cc1
 : -1.1%	-2%	1%	6%	0%	-9%	-12%	11%	14	1%	12%
- CN(C)c1ccc(/C=C/C(=O)c2cccc(Br)c2)cc1
 : -0.6%	2%	-2%	?	?	?	-4%	nt	-16	17%	15%
- COc1ccc(-n2ccnc2SCC(=O)NCc2ccc3c(c2)OCO3)cc1
 : 0.2%	0%	2%	-10%	-11%	2%	0%	12%	14	-3%	?
- CCC1=Nc2cc(C(=O)NCCCN3CCOCC3)ccc2Sc2ccc(Br)cc21
 : 0.5%	-12%	1%	1%	2%	-6%	-1%	6%	-2	2%	-21%
- Cc1ccc(NC(=O)c2cccc(N3C(=O)CCC3=O)c2)nc1
 : -0.2%	-7%	0%	17%	-3%	-2%	-14%	-3%	30	2%	22%
- COc1ccc(OC)c(N2C(=O)c3cccnc3C2=O)c1
 : -0.1%	1%	-1%	-7%	6%	-1%	-2%	-5%	-5	3%	5%
- CC1(C)CC(=O)/C(=C\c2cccc([N+](=O)[O-])c2)C(C)(C)N1
 : -0.5%	-5%	-2%[46.1 µM]	3%	?	3%	-16%	-1%	12	-1%	-7%
- CC1CC(=O)Nc2ccccc2N1C(=O)COc1cc(Cl)ccc1Cl (configuration not stated)
 : -0.2%	5%	3%	2%	-1%	-2%	6%	5%	-9	3%	-3%
- Cc1ccc(OCCN(C)C(=O)c2cc(COc3ccc(F)cc3F)on2)cc1
 : -1.1%	7%	8%	-3%	0%	nt	-2%	10%	8	2%	11%
- Cc1ccc(/C(N)=N/OC(=O)CN(C)S(=O)(=O)c2ccc(C)cc2)cc1
 : -0.8%	-11%	-1%	-12%	3%	-6%	1%	7%	-10	-1%	-1%
- COc1ccc(C(=O)Oc2ccc(/C=N/NC(=O)c3cccnc3)cc2OC)cc1
 : 0.4%	-7%	2%	6%	0%	-10%	-2%	-3%	-28	0%	-13%
- COc1ccc(-c2c(C#CC(C)(C)O)c3ccccc3n2C)cc1
 : 0.0%	nt	10%	2%	?	-12%	1%	-28%	5	0%	-5%
- COc1ccc(C(=O)Nc2ccccc2C)cc1S(=O)(=O)N1CCOCC1
 : -0.7%	-2%	0%	10%	0%	-6%	-1%	-5%	-3	2%	-3%
- O=C1CCCC/C1=C\Nc1ccc(C(=O)O)c(O)c1
 : 0.0%	2%	-6%	2%	-24%	-2%	0%	-6%	-5	3%	?
- COc1ccc(N(CC(=O)Nc2cc(C)on2)S(=O)(=O)c2ccc(Cl)cc2)cc1
 : 0.1%	-3%	-3%	-15%	-1%	-2%	-2%	-5%	3	2%	-10%
- CCN(CC)S(=O)(=O)c1ccc(NC(=O)c2ccc(CN3CCOCC3)cc2)cc1
 : -0.5%	-1%	1%[46.1 µM]	1%	-9%	-1%	-2%	-6%	-24	-4%	?

Results follow in this order: B2AR arrestin	Mito fusion act	TCR act	Eya2 inh	BCR signal inh	TSG101-PTAP inh	Tb PFK inh	uPA generation	TSHR antag	USP2a block	ELG1 DNA repair
- COc1ccc(Nc2nc(CC(C)=O)ns2)cc1OC
 : -0.4%	1%	2%	-5%	0%	-3%	2%	6%	-3	4%	-1%
- COC(=O)c1[nH]c2cc(OC)c(OC)cc2c1NC(=O)CN1CCN(Cc2ccccc2)CC1
 : 0.2%	0%	nt	-3%	-5%	nt	3%	nt	7	-4%	1.6µM*
- O=C(NCCC1=CCCCC1)c1ccc2c(c1)N(Cc1ccccc1)C(=O)CS2
 : -0.1%	11%	nt	7%	?	-7%	0%	nt	-46	-10%	?
- COc1cccc(CNC(=O)C2CCCN(S(=O)(=O)N3CC(C)CC(C)C3)C2)c1 (configuration not stated)
 : 0.5%	8%	0%	0%	9%	-5%	0%	1%	-14	0%	8%
- O=C(Nc1nncs1)C1c2ccccc2Oc2ccccc21
 : 0.4%	-2%	-1%	14%	12%	1%	-12%	-7%	-2	-1%	1%
- Cc1cccc(CNCc2ccccc2)c1
 : -0.8%	-2%	3%[46.1 µM]	-4%	-1%	-6%	1%	3%	-4	-1%	15%
- COc1cc(C(=O)OCc2csc(CC(=O)Nc3ccccc3C)n2)ccc1OCC(C)C
 : -0.1%	12%	1%	2%	-7%	0%	-3%	0%	10	1%	?
- O=C(CN1CCCC1)Nc1cccc(Cl)c1Cl
 : -0.4%	0%	-2%	-9%	-2%	-6%	2%	33%[activator]	11	0%	-14%
- O=[N+]([O-])c1cnc2nc(-c3ccncc3)nn2c1O
 : -0.9%	-2%	-5%	6%	?	-1%	-7%	3%	1	3%	7%
- CN1OC(COC(=O)c2ccc(Cl)cc2)CC1c1ccccc1 (configuration not stated)
 : -0.3%	9%	-2%	-29%	-6%	-1%	-2%	4%	-9	-1%	14%
- Cc1oc(C2CC2)cc1C(=O)O
 : -0.1%	3%	1%	1%	-1%	-1%	0%	-3%	-4	4%	8%
- S=c1[nH]nc(-c2cccnc2)n1/N=C/c1ccccc1
 : 0.6%	-4%	11%	1%	11%	-5%	0%	0%	-20	10%	?

2 records drawn at random from those above:
Results follow in this order: B2AR arrestin	Mito fusion act	TCR act	Eya2 inh	BCR signal inh	TSG101-PTAP inh	Tb PFK inh	uPA generation	TSHR antag	USP2a block	ELG1 DNA repair
- O=C(NCCC1=CCCCC1)c1ccc2c(c1)N(Cc1ccccc1)C(=O)CS2
 : -0.1%	11%	nt	7%	?	-7%	0%	nt	-46	-10%	?
- COc1ccc(Nc2nc(CC(C)=O)ns2)cc1OC
 : -0.4%	1%	2%	-5%	0%	-3%	2%	6%	-3	4%	-1%

Random draw from the library; about 3% have a hit in one of these screens.
